PV pol inh: poliovirus RNA polymerase inhibition. P03300. poliovirus polymerase elongation, fluorescence polarization; active compounds read low. % elongation, % (compound at 16.7 µg/mL). hit rate 0.66% among 150,000. AID 588519; in the data active = % elongation below about 90%; also: some results filed as inactive read as strong as hits
Target sequence (P03300 1749-2209 limits assumed): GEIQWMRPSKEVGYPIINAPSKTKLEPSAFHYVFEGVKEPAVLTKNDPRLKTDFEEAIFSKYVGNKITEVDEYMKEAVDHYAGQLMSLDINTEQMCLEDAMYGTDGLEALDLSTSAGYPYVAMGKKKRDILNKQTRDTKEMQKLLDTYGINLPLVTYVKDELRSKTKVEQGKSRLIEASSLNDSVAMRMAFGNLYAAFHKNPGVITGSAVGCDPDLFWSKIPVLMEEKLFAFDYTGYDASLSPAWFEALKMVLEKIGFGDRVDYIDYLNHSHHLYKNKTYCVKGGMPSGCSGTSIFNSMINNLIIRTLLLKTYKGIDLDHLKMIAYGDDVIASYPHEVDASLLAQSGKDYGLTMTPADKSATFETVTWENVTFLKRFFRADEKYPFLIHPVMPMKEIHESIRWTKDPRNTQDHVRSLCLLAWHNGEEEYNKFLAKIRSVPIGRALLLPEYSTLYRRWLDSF
PV pol inh FP z-score: second read-out of PV pol inh, no call of its own (marks repeat the call); z-score; measured here: FP z-score; hits read low
Numbers without * were called inactive; & = joins results of further samples. A portion of the library. The share of hits here may be higher or lower than overall.

SMILES	PV pol inh	PV pol inh FP z-score
Cc1nn(C)c(C)c1N1C(=O)c2cccc3c(Br)ccc(c23)C1=O	101.0	0
CCc1nn2c(=O)cc(COC(=O)c3ccc(NC(=O)COc4ccc(C)cc4)cc3)nc2s1	103.0	-0.8
CC1CC(C)(C)NC(=S)N1CC(=O)Nc1ccc(Cl)cc1 (stereo not given)	100.0	-0.4
COc1ccc(NCc2cccn2-c2nnc(N3CCCCC3)s2)cc1OC	99.0	-1.4
CCOc1ccccc1NC(=O)CCS(=O)(=O)c1ccc2c(c1)CCN2C(C)=O	104.0	1.2
O=C(NC1CCCC1)c1ccc(Nc2nc3ccccc3n3nnnc23)cc1	99.0	-0.6
CC1CCCCN1c1nnc(NC(=O)NCc2ccccc2)s1 (stereo not given)	103.0	0.8
COc1ccc(NC(=O)CCS(=O)(=O)c2nc(-c3ccc4c(c3)OCO4)cc(C(F)(F)F)n2)cc1OC	106.0	0.3
O=C(CCCCn1c(=O)c2ccccc2n(Cc2cccc(F)c2)c1=O)NCc1ccc2c(c1)OCO2	107.0	0.3
O=C(c1cnc(N2CCOCC2)c2ccccc12)N1CCN(c2ccc(F)cc2)CC1	108.0	0.2
CCN(CC)C(=O)Cn1cc(/C=C2/C(=O)N(C)c3ccccc32)c2ccccc21	105.0	0.7
Cc1ccc(CSc2oc(-c3cccs3)nc2S(=O)(=O)c2ccccc2)cc1	108.0	1.1
O=C(NCC(c1cccnc1)N1CCN(c2ccccc2)CC1)c1ccccc1 (stereo not given)	99.0	-1.6
CCOc1ccccc1C(=O)Nc1nc2c(s1)CC(C)CC2 (stereo not given)	99.0	-0.6
O=C(Nc1ccc(Cl)cc1)NC(Cc1ccccc1)C(=O)O (stereo not given)	99.0	-1
COc1ccc(Cl)cc1NC1=NCC(C)S1 (stereo not given)	103.0	0.4
O=C(OCc1ccc(Cl)cc1Cl)C1CCC1	101.0	-0.4
COC(=O)[C@@]1(O)CC2OC1(C)n1c3ccccc3c3c4c(c5c6ccccc6n2c5c31)C(=O)NC4 (stereo not given in full)	103.0&97.0	0.4&0
Cc1cccc(CSc2cn(CC(=O)N3CCCC3)c3ccccc23)c1	119.0	0.4
CC1=C(C(=O)Nc2cccnc2)C(c2cccc(Br)c2)n2nc(SCc3ccccc3)nc2N1 (stereo not given)	107.0	0.8
COc1ccc2c(c1)OC(O)(C(F)(F)F)CC2=O (stereo not given)	102.0	0.1
O=C(COc1ccccc1O)N1CCCCC1	100.0	-0.5
CCOC(=O)c1ccc2c(c1)nc(SCC(=O)NC(C)C(C)C)n2CC (stereo not given)	103.0	0
CCOC(=O)c1csc2ncc(C#N)c(=O)n12	100.0	-0.7

A portion from further up, for reference:
SMILES	PV pol inh	PV pol inh FP z-score
CC1CCCCN1c1nnc(NC(=O)NCc2ccccc2)s1 (stereo not given)	103.0	0.8
COc1ccc(NC(=O)CCS(=O)(=O)c2nc(-c3ccc4c(c3)OCO4)cc(C(F)(F)F)n2)cc1OC	106.0	0.3
O=C(CCCCn1c(=O)c2ccccc2n(Cc2cccc(F)c2)c1=O)NCc1ccc2c(c1)OCO2	107.0	0.3
O=C(c1cnc(N2CCOCC2)c2ccccc12)N1CCN(c2ccc(F)cc2)CC1	108.0	0.2
CCN(CC)C(=O)Cn1cc(/C=C2/C(=O)N(C)c3ccccc32)c2ccccc21	105.0	0.7
Cc1ccc(CSc2oc(-c3cccs3)nc2S(=O)(=O)c2ccccc2)cc1	108.0	1.1
O=C(NCC(c1cccnc1)N1CCN(c2ccccc2)CC1)c1ccccc1 (stereo not given)	99.0	-1.6
CCOc1ccccc1C(=O)Nc1nc2c(s1)CC(C)CC2 (stereo not given)	99.0	-0.6
O=C(Nc1ccc(Cl)cc1)NC(Cc1ccccc1)C(=O)O (stereo not given)	99.0	-1
COc1ccc(Cl)cc1NC1=NCC(C)S1 (stereo not given)	103.0	0.4
O=C(OCc1ccc(Cl)cc1Cl)C1CCC1	101.0	-0.4
COC(=O)[C@@]1(O)CC2OC1(C)n1c3ccccc3c3c4c(c5c6ccccc6n2c5c31)C(=O)NC4 (stereo not given in full)	103.0&97.0	0.4&0
Cc1cccc(CSc2cn(CC(=O)N3CCCC3)c3ccccc23)c1	119.0	0.4
CC1=C(C(=O)Nc2cccnc2)C(c2cccc(Br)c2)n2nc(SCc3ccccc3)nc2N1 (stereo not given)	107.0	0.8
COc1ccc2c(c1)OC(O)(C(F)(F)F)CC2=O (stereo not given)	102.0	0.1

Other results:
SMILES	PV pol inh	PV pol inh FP z-score
CCOc1ccc(-c2cc3nc(C4CCN(C(=O)OC(C)(C)C)CC4)c(C(=O)Nc4ccc(C)c(F)c4)cn3n2)cc1	105.0	0
Cc1nnc(SCc2cn3cc(Br)ccc3n2)n1C	100.0	-0.8
COc1cccc(-c2cc(C(=O)NC3CCCC3)no2)c1	101.0	-0.1
N#CC1(N2CCCCC2)CCCCC1	100.0	-0.4
Cc1ccc(C)c(NC(=O)C2CCN(c3ncnc4c3nc3n4CCCCC3)CC2)c1	116.0	2.1
CCc1ccc(-c2[nH]c3c(c2-c2c(-n4cccc4)n(C)c(=O)[nH]c2=O)c(=O)[nH]c(=O)n3C)cc1	110.0	0.2
Cc1nnc(SCC(=O)N2CCN(c3cccc(Cl)c3)CC2)n1C1CC1	106.0	0.5
Cc1cccc(NC(=O)CSc2nc3ccc(NC(=O)c4ccco4)cc3s2)c1	107.0	0.1
CCOc1ccccc1NC(=O)Cn1ncc2c(=O)oc3ccc(C)cc3c21	106.0	0.2
Nc1nccc(-c2nn(-c3ccc(Cl)cc3)ccc2=O)n1	103.0	0
Cc1ccc(CN2COc3c(Cl)cc4c(C)c(C)c(=O)oc4c3C2)cc1	104.0	0.8
COC(=O)C1=C(NC(=O)c2cccc(Cl)c2)CCS1	102.0	0.1
CCOc1ccc(N(CC(=O)Nc2ccc(F)cc2F)S(=O)(=O)c2c(C)[nH]c(=O)[nH]c2=O)cc1	100.0	-1.6
O=C(COc1ccccc1[N+](=O)[O-])N1CCN(CCc2ccccn2)CC1	106.0	0
COc1cccc(-c2cc(C(=O)Nc3c(C)nn(Cc4ccccc4Cl)c3C)no2)c1	100.0	-0.4
CN(C)C(=S)SCC#N	102.0	0.2
CCN(Cc1ccccc1)C(=O)C1CCN(S(=O)(=O)c2ccc3c(c2)CCCN3C(C)=O)CC1	108.0	0.2
CC(C)c1ccc(S(=O)(=O)c2nnn3c2nc(NC2CCCC2)c2sccc23)cc1	107.0	0.2
CCN(Cc1ccccc1)c1ccc(C2C3=C(CCCC3=O)Nc3[nH]c(=O)[nH]c(=O)c32)cc1 (stereo not given)	129.0	3.1
Cc1ccc(Cl)cc1NC(=O)CN1C(=O)COc2ccc(S(=O)(=O)N3CCCCCC3)cc21	121.0	0.6
CCOC(=O)c1sc(N2C(=O)c3oc4ccc(C)cc4c(=O)c3C2c2ccccc2F)nc1C (stereo not given)	104.0	-0.2
O=C1CN=C(c2ccccc2)c2cc(Cl)ccc2N1Cc1ccc(Cl)cc1	110.0	0.6
Cc1ccc(N2C(=O)CC2(C(=O)NC2CCCCC2)c2ccccc2F)cc1 (stereo not given)	103.0	0.5
COc1cc(NC(=O)CCCSc2nc(-c3ccco3)cc(C(F)(F)F)n2)cc(OC)c1OC	102.0	-0.1
CCCc1c(C(=O)Nc2ncn[nH]2)cnn1-c1ccccc1	105.0	0.6
CCC1CCCCN1C(=O)COC(=O)c1ccc(NC(C)=O)cc1 (stereo not given)	104.0	1.3
CCN(c1ccccc1)S(=O)(=O)c1ccc2c(c1)C(C)(C)C(=O)N2C	103.0	0.9
CCCc1cc(=O)[nH]c(Nc2ccccc2)n1	101.0	0
CCOC(=O)c1cc(C#N)c(SCC(=O)OCc2ccc(C#N)cc2)nc1C	104.0	0.3
COc1ccc(CCNC(=O)c2ccc3nc(-c4ccccc4NC(C)=O)c(=O)[nH]c3c2)c(OC)c1	102.0	0.1
COc1cccc(NC(=O)CNC(=O)Cn2c(C)cc3ccccc3c2=O)c1	111.0	2.1
O=C(O)CCN1CCn2c3c(c4cc(C5CCCCC5)ccc42)CCCC31 (stereo not given)	106.0	0.4
CCc1c(C)c(C#N)c2nc3ccccc3n2c1N1CCN(CCO)CC1	102.0	0.1
C[C@@H]1O[C@@H](O[C@H]2[C@H](Oc3cc(O)c4c(c3)O[C@H](c3ccc(O)cc3)CC4=O)O[C@H](CO)[C@@H](O)[C@@H]2O)[C@H](O)[C@H](O)[C@H]1O	100.0	0.1
COc1cccc(NC(=O)c2c(C)nn(-c3cccc(C)c3)c2-n2cccc2)c1	116.0	2.1
O=C(Nc1ccc(Cl)cc1)c1nccnc1CO	100.0	-1
O=C(Nc1cc(Cl)cc(Cl)c1)C(Sc1ncccn1)c1ccccc1 (stereo not given)	104.0	0.9
Cc1ccc2nc(COC(=O)c3ccc4c(c3)OCCO4)cc(=O)n2c1	98.0	-0.5
CCOC(=O)Cc1nc(C)cs1	106.0	0.2
CC(C)c1nn2c(=O)cc(COc3cccc(NS(C)(=O)=O)c3)nc2s1	99.0	-0.8
CN(C)c1ccc(C2OCCN2C(=S)Nc2ccccc2F)cc1 (stereo not given)	106.0	0.5
O=C(CSc1nnnn1C1CC1)Nc1ccc2c(c1)CCC2	103.0	0
O=C(O)COCC(=O)Nc1nnc(C(F)(F)F)s1	100.0	-0.1
CCOc1ccc(-c2cc(NC(=O)c3cccc(Cl)c3)c(C(=O)OC)s2)cc1	108.0	0.3
CCOC(=O)C1(c2ccccc2)CCN(CCC(=O)Nc2ccc(C(=O)OC)cc2)CC1	105.0	0.2
COc1ccccc1NC(=O)Nc1nc(CC(=O)N2CCCC2)cs1	100.0	-0.9
CCOc1cnn(C)c(=O)c1OCC	99.0	-0.6
Cc1ccc(N2CC(C)Cn3c2nc2c3c(=O)n(CC(=O)O)c(=O)n2C)cc1 (stereo not given)	103.0	-0.6
CCOC(=O)c1c(NC(=O)CN2CCC3(CC2)OCCO3)sc(C)c1C	106.0	2
COc1ccccc1C(=O)ON1C(=O)CCC1=O	100.0	-0.3
Cc1occc1C(=O)Nc1cc(C(C)(C)C)on1	100.0	-0.5
CC(C)(CO)Nc1c[nH]c(=O)[nH]c1=O	100.0	-0.1
O=c1[nH]c(SCc2ccccc2)nc2c1CCCC2	111.0	0.7
NS(=O)(=O)c1cccc(C(=O)NCc2ccccc2)c1	106.0	0.3
COc1nc(-c2ccccc2)cc(C(F)(F)F)n1	99.0	-0.9
O=C(CCC1N=C2c3ccccc3N=C(SCc3ccc(F)cc3)N2C1=O)NCCc1ccccc1 (stereo not given)	106.0	-0.1
CCOC(=O)c1c(/N=C/C2C(=O)NC(=S)NC2=O)sc2c1CCCCC2	99.0	-0.5
Cc1ccc(C(=O)C(C)Sc2nnnn2C)cc1 (stereo not given)	102.0	-0.1
Cc1ccc(CS(=O)Cc2ccc(C(=O)NCC3CCCO3)o2)cc1 (stereo not given)	100.0	-0.8
CC(C)CN1C(=O)S/C(=C\c2ccc(F)cc2)C1=O	101.0	0.2
(list continues)
SMILES	PV pol inh	PV pol inh FP z-score
COc1ccc(-c2ccnc(SCC(=O)N(C)C)n2)cc1	102.0	-0.1
Cc1ccc(S(=O)(=O)NCCN2CCN(Cc3ccc(Br)s3)CC2)cc1	104.0	0.2
N#CC(C#N)=CNC1CCSC1 (stereo not given)	100.0	-0.3
Oc1oc(-c2ccccc2)nc1C=Nc1cccnc1	101.0	0.3
COc1ccc(N2CCN(CCCNC(=O)c3cnn(-c4ccc(C)cc4)c3-n3cccc3)CC2)cc1	114.0	1.5
CCOC(=O)c1c(C)[nH]c(C)c1C(=O)COC(=O)C1Cc2ccccc2CN1C(C)=O (stereo not given)	107.0	0.7
COc1ccc(CCNc2nc3c(c(C(F)(F)F)n2)CC(C)CC3)cc1OC (stereo not given)	100.0	0
COc1ccc(CC(=O)N2CCc3cc(OC)c(OC)cc3C2COc2ccc3c(C)cc(=O)oc3c2)cc1OC (stereo not given)	108.0	0.8
C[C@]1(C(=O)O)CCC[C@]2(C)c3cc(O)ccc3CC[C@@H]12	99.0	-0.5
CC(OC(=O)C1CCN(c2ccc(C(F)(F)F)cn2)CC1)C(=O)Nc1ccccc1F (stereo not given)	102.0	0
CCC(C(=O)O)n1cnc2ccccc2c1=O (stereo not given)	98.0	-2
O=c1c(O)coc(CO)c1C(Nc1ccccn1)c1ccccc1O (stereo not given)	110.0	1
COc1ccc(OCCOC(=O)/C(=C/c2cccs2)c2cccs2)cc1	101.0	0.1
Cc1ccc2oc(C(=O)NCc3ccncc3)cc(=O)c2c1	100.0	-0.1
Cc1c(Cl)cccc1NC(=O)c1ccco1	102.0	-0.2
CCNc1cc(N2CCN(c3ccccc3)CC2)c2noc3c2c1C(=O)c1ccccc1-3	126.0	4.7
CCCCc1nc(NCCO)c(C#N)c2c1CCCC2	100.0	-0.3
O=C(Oc1ccccc1)N1CCCC1	100.0	-0.4
Cc1ccc(-n2nc3c(N4CCC(C(=O)NCCc5ccccc5)CC4)nnc(C)c3c2C)cc1	103.0	-0.5
Cc1ccc(C)c(NS(=O)(=O)c2cc3c4c(c2)C(C)C(=O)N4CCC3)c1 (stereo not given)	111.0	0.9
CC(C)(C)c1ccc(Oc2ccc(NC(=O)c3ccccc3)cn2)cc1	105.0	0.1
Cc1ccc(CNC(=O)C2CCC(CNS(=O)(=O)c3ccc4c(c3)CCCC(=O)N4)CC2)cc1 (stereo not given)	107.0	0.1
CCOC(=O)C1CCN(c2nc3c(S(=O)(=O)c4ccccc4)nnn3c3ccsc23)CC1	108.0	0.2
COC(OC)c1nc(SCC(=O)Nc2ccc(C(C)C)cc2)ncc1C(=O)O	101.0	-0.6
CCOC(=O)c1c(C)n(C)c2ccc(OC(=O)OC)cc12	104.0	0.9
CCN(c1ccccc1)S(=O)(=O)c1ccc(NC(=O)c2nc(SC(C)C)ncc2Cl)cc1	102.0	-0.7
CCc1ccc2c(c1)=C(c1[nH]c(=S)[nH]c1O)C(=O)N=2	102.0	0.1
COC(=O)Cn1c(C(O)c2ccccc2)nc2ccccc21 (stereo not given)	104.0	0.6
COc1ccc(C2=CC(c3ccccc3Cl)n3nc(-c4ccc(Cl)cc4)nc3N2)cc1 (stereo not given)	108.0	-0.4
CC1CC(=O)Nc2ccccc2S1 (stereo not given)	102.0	0.1
C/C(=N\NC(=O)Cc1ccccc1)c1cccnc1	101.0	0.5
Cc1ccc(NC(=O)CSc2cn(CC(=O)N3CCCCCC3)c3ccccc23)cc1	106.0	0.5
Cc1cccc2c(=O)c(C(=O)NCc3cccs3)c[nH]c12	101.0	-0.2
